Screening data from PubChem BioAssay.
H9c2 TAG inh – reduces triacylglycerol accumulation in H9c2 cells | Nile Red lipid (TAG) fluorescence; cells loaded with 200 µM oleic acid | inhibition, % at 12.5 µM | 0.66% of 230,000 active;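 active = pattern-corrected inhibition of lipid staining of at least 50% with the nuclear-stain viability signal not falling by more than 50%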;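 also: 0% = DMSO wells and 100% = triacsin C control wells; some results filed as inactive read as strong as hits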
H9c2 TAG inh DAPI viability – recorded beside H9c2 TAG inh, whose call it bears; DAPI nuclei signal change (viability), lower = more cytotoxic, %;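 whole-well DAPI fluorescence read on a plate reader as a viability signal; minus 50 percent equals half of cells still viable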
Active calls of the source: *.

SMILES	H9c2 TAG inh	H9c2 TAG inh DAPI viability
COc1ccc(C2/C=C\CC(NS(=O)(=O)c3ccc(C)cc3)CC(=O)N2Cc2ccccc2F)cc1 (stereo not given)	20.4	-8.5
Cc1ccccc1Cn1cc(NC(=O)c2cc(C3CC3)on2)cn1	-24.3	1.3
COc1ccc(CCNC(=O)c2nnn(-c3ccccc3OC)c2N)cc1OC	12.7	-4.0
Cc1cc(C)c2nc(C(F)(F)F)nc(N3CCN(C(=O)c4ccco4)CC3)c2c1	13.2	-3.7
Cc1c(N=Nc2c(-c3ccc([N+](=O)[O-])cc3)[nH]n(C(N)=S)c2=O)cccc1[N+](=O)[O-]	3.7	6.9
COc1ccc(-c2nnc(SCC(=O)Nc3cccnc3Cl)n2C)cc1	4.3	0.4
CN(C)C(=O)N1CCN(C(=O)N2CCOCC2)CC1	-12.1	4.2
O=C(COc1ccccc1)Nc1ccc(Cl)c(-c2nc3ncccc3o2)c1	-7.8	-7.5
Cc1ccc(S(=O)(=O)N2CCC(=O)N(C(COCc3cccc(C)c3)Cc3ccccc3)CC2)cc1 (stereo not given)	-8.4	3.6
O=C(NCN1CCN(CCO)CC1)c1cnccn1	-1.9	1.1
Cc1ccc(NC(=O)CN2C(=O)C(=O)N(C3CCCC3)C2=O)c(Cl)c1	-9.0	4.1
O=C(CN1CCN(C(=O)c2ccccc2)CC1)NC(=O)NCCC1=CCCCC1	-11.9	-3.4
O=C(CN1C(=O)NC2(CCCC2)C1=O)NCc1ccc(Cl)cc1	7.9	1.1
CC(C)COC(=O)c1ccc(N2C(=O)c3ccccc3C2=O)cc1	0.2	1.5
O=S(=O)(c1ccc(Br)s1)N1CCN(c2ccnc3cc(Cl)ccc23)CC1	-4.2	-4.8
CCOc1ccc(C(=O)Nc2ccc(N3CCN(S(C)(=O)=O)CC3)cc2)cc1[N+](=O)[O-]	-8.3	-14.2
CCOCC(=O)Nc1cccc(SC)c1	-6.5	-3.7
CCOc1ccc(NC(=O)c2c(NC(=O)CNCCN3CCOCC3)sc3c2CCC3)cc1	32.5	11.5
N#CCCn1nc2c(c1N)CCC2	-4.0	1.3
Cc1cccc(N2C(=O)/C(=C/c3ccccn3)SC2=S)c1	-2.8	3.0

Full records from above:
`CN(C)C(=O)N1CCN(C(=O)N2CCOCC2)CC1` is listed with H9c2 TAG inh = -12.1; H9c2 TAG inh DAPI viability = 4.2
`Cc1ccccc1Cn1cc(NC(=O)c2cc(C3CC3)on2)cn1` is listed with H9c2 TAG inh = -24.3; H9c2 TAG inh DAPI viability = 1.3

Carrying on.
SMILES	H9c2 TAG inh	H9c2 TAG inh DAPI viability
CCCCCc1nc2c(c(=O)c3ccccc3n2C)c(=O)n1Cc1ccc(OC)cc1	-2.3	7.1
CNC(=S)N1CCc2cc(OC)c(OC)cc2C1COc1ccc(F)cc1 (stereo not given)	26.5	-2.9
O=c1c2cc3c(cc2[nH]c(=S)n1C1CCN(Cc2ccccc2)CC1)OCO3	23.9	17.5
COc1cccc(CCC(=O)N2CCC(n3nccc3NC(=O)C3CCOC3)CC2)c1 (stereo not given)	-6.2	1.6
COc1cc(C(=O)N2CCN(c3ccccc3OC)CC2)c([N+](=O)[O-])cc1OC	5.6	-3.5
c1cncc(-c2nc3ccccc3o2)c1	-1.0	-2.1
C[C@@H]1CN([C@@H](C)CO)C(=O)c2cc(Br)cnc2O[C@@H]1CN(C)S(C)(=O)=O	4.9	-2.0
Cc1nn(C)c(C)c1CN(C)C(=O)C1c2ccccc2Oc2ccccc21	8.0	0.8
NS(=O)(=O)c1cccc(NC(=O)CSc2nc3ccccc3c(=O)n2CC2CCCO2)c1 (stereo not given)	-3.4	0.4
N#CCC(=O)Nc1ccc(C(=O)Nc2cccnc2)cc1	4.3	4.6
Cc1c(CCOC(=O)CC23CC4CC(CC(C4)C2)C3)sc[n+]1Cc1ccccc1	-72.7	12.3
CCCCN(C(=O)c1ccc2c(c1)OCO2)c1c(N)n(CCCC)c(=O)[nH]c1=O	7.8	2.1
O=C(c1ccccn1)N(Cc1ccco1)C1(C(=O)NC2CCCC2)CCCCC1	19.0	-6.2
Cc1ccc(CSc2nc3c(c(=O)[nH]c(=O)n3C)n2CCC(C)C)cc1	0.8	0.3
CC(C)CC1NC(=O)N(CC(=O)NC2CCCc3ccccc32)C1=O (stereo not given)	7.7	-18.4
COc1cccc(CN(C)CCCn2ccc(NC(=O)OCc3ccccc3)nc2=O)c1	3.0	-0.4
CCN(CC)S(=O)(=O)c1ccc(N(C)Cc2cccc(OC)c2OC)nc1	-36.4	7.2
CCN(c1ccccc1)S(=O)(=O)c1cc(C(=O)OC2CCOC2=O)ccc1C (stereo not given)	-29.2	-1.8
Cc1cccc(OCCNc2nc3c(c(=O)n(C)c(=O)n3C)n2C)c1	-59.0	4.5
COc1ccc(-n2nc3c(c2NC(=O)c2c(F)cccc2Cl)CS(=O)C3)cc1 (stereo not given)	5.8	14.3
CCN(CC)C(=O)CSc1nnc(-c2c[nH]c3ccccc23)o1	4.5	-7.0
CCOC(=O)Cc1csc(SCC(=O)Nc2cccc(Cl)c2)n1	-2.6	-7.3
CC(NC(=O)COC(=O)c1cc(Cl)nc(Cl)c1)c1ccccc1 (stereo not given)	1.4	-2.1
Cc1ccc(C(=O)NCCc2nnc3ccc(SCC(=O)NCc4ccc(F)cc4)nn23)cc1	6.5	-4.7
COc1ccc(N(CC(=O)NCc2ccc(Cl)cc2)S(=O)(=O)c2ccccc2[N+](=O)[O-])c(OC)c1	-19.3	-19.2
CC(Sc1nc2ccccc2n1C)C(=O)NC(c1ccccc1)c1ccccc1 (stereo not given)	41.6	-4.8
OC(c1ccccc1)c1ncc(-c2ccc(C(F)(F)F)cc2)[nH]1 (stereo not given)	0.3	1.2
CCOC(=O)C1=C(COC(=O)CSc2ccc(C)cc2)NC(=O)NC1C (stereo not given)	-20.7	10.6
CN(C)S(=O)(=O)c1cccc(NC(=O)c2cc([N+](=O)[O-])ccc2N2CCCCC2)c1	10.9	-6.2
CC1(C(=O)NS(=O)(=O)c2ccc(Cl)s2)CCN1C(=O)C1(c2ccc(Cl)cc2)CCC1 (stereo not given)	5.4	5.5
COc1cccc(OCCCN2CCCCCC2)c1	-7.7	4.3
O=C(NC1=NCCS1)c1ccccc1F	8.7	-2.3
CCOc1ccc(S(=O)(=O)N2CCCCC2)cc1NC(=O)c1c(CC)noc1C	13.5	2.1
CC1COC(=C2C(=O)OCC2C)C1 (stereo not given)	-3.4	2.5
COc1cccc(/C=N/NC(=O)c2cc3c(OC)cccc3[nH]2)c1OC	2.9	5.7
COCCn1c(SCc2nc3cc(OC)c(OC)cc3c(=O)[nH]2)nnc1-c1ccncc1	-12.3	10.4
CN(C)S(=O)(=O)c1cccc(C(=O)NC(=S)N(CCC#N)Cc2cccnc2)c1	5.5	-0.1
CNC(=O)c1sc(Nc2cc(C)ccc2C)nc1C	-10.0	7.1
O=C(COc1ccccc1/C=C1\SC(=O)NC1=O)Nc1ccccc1	5.2	-6.9
CCOc1ccc(S(=O)(=O)N2CCN(C(=O)c3ccc(Cl)c(S(=O)(=O)N4CCOCC4)c3)CC2)cc1	-45.1	-3.1
O=[N+]([O-])c1cccc(C=NN=C2c3ccccc3-c3ccccc32)c1	37.5	2.0
O=C(O)c1ccc(CSc2nc3c(c(=O)[nH]2)CCC3)cc1	7.2	4.2
CN(C)S(=O)(=O)c1cccc(NC(=O)CCCc2nc3ccccc3c(=O)[nH]2)c1	7.7	1.2
O=C(Nc1ccc(S(=O)(=O)N2CCCC2)cc1)c1cccs1	4.6	-9.2
Cc1ccccc1SCCNC(=O)c1ccccc1Br	-26.2	11.6
COc1ccc(-c2ncnc(C(F)(F)F)c2-c2csc(C)n2)c(O)c1	0.4	-2.3
CC1=NN(c2ccccc2)C(=O)/C1=C\C=C1/N(C)c2ccccc2C1(C)C	8.2	1.2
COc1ccc(Cl)cc1NC(=O)C(C)Sc1nnc(C2CC2)n1C1CC1 (stereo not given)	15.2	-29.2
CN1CCN(c2ccc(CNS(=O)(=O)c3ccccc3)cc2)CC1	-3.2	-5.3
O=C1Cc2ccccc2C(=O)N1Cc1ccccc1	-14.3	-10.2
COc1cc(C#Cc2c(-c3cncn3C)n(C)c3ccc(Br)cc23)cc(OC)c1	47.7	24.3
O=C(OCC(=O)N1CCN(C(=O)c2ccco2)CC1)c1cc(=O)c2ccccc2o1	-17.4	-3.1
Cc1ccc(C2=CSC3=NS(=O)(=O)CCN23)cc1C	4.0	-8.3
CN(C)C(CNS(=O)(=O)c1ccc(Br)cc1)c1cccnc1 (stereo not given)	16.2	-2.3
COc1cc2c(cc1NC(=O)c1cccc(Br)c1)CCCC2	27.0	-1.0
CCCCn1nc(C(=O)N(C)Cc2nc3ccccc3c(=O)[nH]2)c2ccccc2c1=O	-7.2	6.7
O=C(C[n+]1ccc2ccccc2c1)c1ccccc1	4.0	-0.1
CCN(CC)S(=O)(=O)c1ccc(C(=O)Nc2ccc(Cc3ccncc3)cc2)cc1	-23.6	8.1
Nc1cc(N)nc(SCc2ccccc2Cl)n1	-3.7	1.6
CC(=O)OC[C@@H]1CN(Cc2ccccc2)C[C@H](n2cnc3c(NC(C)C)ncnc32)O1	11.0	-5.4

A stretch from further up:
SMILES	H9c2 TAG inh	H9c2 TAG inh DAPI viability
O=[N+]([O-])c1cccc(C=NN=C2c3ccccc3-c3ccccc32)c1	37.5	2.0
O=C(O)c1ccc(CSc2nc3c(c(=O)[nH]2)CCC3)cc1	7.2	4.2
CN(C)S(=O)(=O)c1cccc(NC(=O)CCCc2nc3ccccc3c(=O)[nH]2)c1	7.7	1.2
O=C(Nc1ccc(S(=O)(=O)N2CCCC2)cc1)c1cccs1	4.6	-9.2
Cc1ccccc1SCCNC(=O)c1ccccc1Br	-26.2	11.6
COc1ccc(-c2ncnc(C(F)(F)F)c2-c2csc(C)n2)c(O)c1	0.4	-2.3

The listing continues.
SMILES	H9c2 TAG inh	H9c2 TAG inh DAPI viability
CN(C)c1ccc(-c2cc([C@H]3[C@@H]4C=CCC[C@@]4(C)C(=O)N3Cc3ccccc3)ccc2F)cc1	-14.7	0.0
CCN(CC)CCCNC(=O)C1c2cc(OC)c(OC)cc2C(=O)N(C)C1c1cccnc1 (stereo not given)	31.5	-12.1
NC(=O)C1(N2CCCCC2)CCN(C2CC(=O)N(Cc3ccc(N4CCCC4=O)cc3)C2=O)CC1 (stereo not given)	6.3	2.7
O=C(c1cc(-c2ccccc2)n[nH]1)N1CCN(S(=O)(=O)c2ccccc2)CC1	8.7	2.8
Cc1ccc(SCCN2CCN(CCc3ccccc3)CCC2=O)cc1	-9.6	10.0
O=C(O)CNC(=O)C(c1ccccc1)c1ccccc1	-0.3	2.6
CC1C(=O)N2CCCc3cc(NS(=O)(=O)c4ccc([N+](=O)[O-])cc4)cc1c32 (stereo not given)	-11.6	11.2
CCN(C(=O)Nc1cccc(Cl)c1)c1ccccc1	3.4	-3.0
CC1(Oc2cccc(F)c2)CCN(Cc2csc3ccccc23)C1 (stereo not given)	1.6	-0.6
CCC(Oc1ccc2ccccc2c1)C(=O)O (stereo not given)	-6.6	2.5
S=C(NC1CCCCC1)N1CCn2cccc2C1c1cccnc1 (stereo not given)	-1.5	3.0
C=CCOC(=O)C(=O)/C=C/c1coc2ccccc2c1=O	-5.8	12.1
Cc1csc(N2CCCC2=O)n1	9.8	-5.0
CC1(C)CN(CCc2ccccc2)C(=O)[C@H]1CC(=O)Nc1ccc(Br)cc1	-11.7	-1.3
CC(C)Oc1ccc(C2NC(=O)c3ccccc3O2)cc1 (stereo not given)	13.5	-10.4
Cc1nonc1CN(C)C(=O)c1cc(COc2ccc(F)cc2Cl)on1	-16.7	-2.8
CN(C(=O)CCc1ccccc1F)C1CCCN(Cc2ccccc2F)C1 (stereo not given)	-7.9	2.5
CC(=O)Nc1ccc(S(=O)(=O)NNC(=S)NCc2ccco2)cc1	-7.1	7.7
O=C(CSc1nnc(-c2ccc(O)cc2)n1Cc1ccco1)N1CCc2ccccc2C1	12.2	4.8
Nn1c(SCC(=O)NCCc2ccc(S(N)(=O)=O)cc2)nnc1C1CCCCC1	2.2	2.9
Cc1ccccc1OCCCCCCN1CCNCC1	-17.5	5.3
COc1ccccc1C(=O)NC(CCSC)C(=O)NCC(c1cccs1)N1CCOCC1 (stereo not given)	-6.5	-2.7
CCN1C(=O)[C@H]2[C@H]3CN=C(SCc4ccc(C(=O)OC)cc4)N3[C@@](C)(C(=O)OC)[C@H]2C1=O	15.7	1.2
CCOC(=O)Cc1csc(CC(N)=O)n1	-2.1	3.1
N#Cc1c(N2CCN(c3ccc(F)cc3)CC2)nc(N)c2c(N)nc3c(c12)CC(=O)N3C1CC1	17.4	-12.1
CC(=O)Nc1ccc(N=NC2C(=O)N(C(N)=S)N=C2C)cc1 (stereo not given)	-2.0	5.1
CC1(C)CC2(OC2c2ccccc2)C(=O)c2ccccc21 (stereo not given)	3.0	-14.9
CCOC(=O)/C=c1\s/c(=C\c2ccc(C)cc2)c(=O)n1CC(=O)NCc1ccco1	14.6	-2.8
O=C(NCc1ccccn1)c1c(O)c2cccc3c2n(c1=O)CC3	-1.9	-1.3
CCOc1ccc(N(C(=O)c2cnccn2)C(C(=O)NC2CCCCC2)c2ccc(O)cc2)cc1 (stereo not given)	6.7	-7.1
CCCn1c(SCC(=O)Nc2cccc(F)c2)nc(O)cc1=O	3.8	-0.9
O=C1CCCc2oc3ccc(NS(=O)(=O)c4cccc5cccnc45)cc3c21	-0.8	22.4

Structures shown so far with a CF3 group (3):
SMILES	H9c2 TAG inh	H9c2 TAG inh DAPI viability
Cc1cc(C)c2nc(C(F)(F)F)nc(N3CCN(C(=O)c4ccco4)CC3)c2c1	13.2	-3.7
OC(c1ccccc1)c1ncc(-c2ccc(C(F)(F)F)cc2)[nH]1 (stereo not given)	0.3	1.2
COc1ccc(-c2ncnc(C(F)(F)F)c2-c2csc(C)n2)c(O)c1	0.4	-2.3

This is a subset. The share of hits here may be higher or lower than overall.
